From PubChem BioAssay
CDK5 inh: inhibitors of human CDK5/p35 kinase, primary screen, biochemical, single concentration. Cyclin-dependent kinase 5 (Homo sapiens) + Cyclin-dependent kinase 5 activator 1 (Homo …. Recombinant CDK5/p35, ADP-Glo luminescence, 60 min. inhibition, % at 10 µM. 0.01% of 330,000 active. AID 488839, 2010;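 active = highest replicate inhibition of at least 50% and at least 75% of replicates reaching 50%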;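 note: plate controls were DMSO neutral control for no effect and GW8510 at 10 µM for full effect; many of its hits are not listed in these tables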
Target sequence (Q00535 whole entry, looked up): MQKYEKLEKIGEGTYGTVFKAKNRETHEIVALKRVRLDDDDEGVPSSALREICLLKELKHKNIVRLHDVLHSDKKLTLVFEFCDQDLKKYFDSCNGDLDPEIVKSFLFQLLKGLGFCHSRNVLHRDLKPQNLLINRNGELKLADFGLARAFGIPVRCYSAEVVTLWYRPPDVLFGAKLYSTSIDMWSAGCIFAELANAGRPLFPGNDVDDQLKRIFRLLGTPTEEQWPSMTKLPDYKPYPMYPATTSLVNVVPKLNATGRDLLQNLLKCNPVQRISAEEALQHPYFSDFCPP
Target sequence (Q15078 whole entry, looked up): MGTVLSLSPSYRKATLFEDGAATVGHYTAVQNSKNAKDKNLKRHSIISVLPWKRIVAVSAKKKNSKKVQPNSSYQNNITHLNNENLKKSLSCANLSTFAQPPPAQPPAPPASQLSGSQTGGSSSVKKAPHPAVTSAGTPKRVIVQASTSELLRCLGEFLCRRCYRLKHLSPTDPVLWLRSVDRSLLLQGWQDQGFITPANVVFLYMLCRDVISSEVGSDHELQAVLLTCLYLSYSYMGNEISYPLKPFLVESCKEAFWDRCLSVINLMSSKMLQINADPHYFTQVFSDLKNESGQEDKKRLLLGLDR
Arr AP2 block: inhibitors of beta-arrestin/AP2 binding, primary screen, biochemical, GPCR trafficking, flow cytometry | AID 504490, 2011 | FITC-arrestin peptide / GST-AP2 beads; AP2 beta2 appendage carries R879A mutation | inhibition, % at 10 µM | 0.31% of 340,000 active | beta-arrestin 1 C-terminal peptide binding to AP2 beta2-adaptin appendage (human);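 active = inhibition above a set limit, near 3 SD of compounds lacking own fluorescence, cut at about 54% in these data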;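 note: plate controls were DMSO wells for no effect and 5 µM unlabelled arrestin peptide for full effect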
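Test system: GST-tagged AP2 beta2-adaptin appendage (R879A) on 4 µm glutathione beads; also added: fluorescein-tagged arrestin peptide at 50 nM final; timing: 12 min plus 1 h, RT; signal: flow cytometry, FL1 (488/535 nm); read-out: percent drop in bead-associated FITC signal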
PKA-R1A act: activators of PKA-R1A holoenzyme, primary screen, biochemical, fluorescence polarization, Cy5-IP20, bovine R1A, mouse PKAc. activation, % at 11.4 µM. PKA-R1A dissociation; scaled: DMSO 0%, 113 µM cGMP 100%. 0.083% of 340,000 active. cAMP-dependent protein kinase type I-alpha regulatory subunit (Bos taurus) + …. AID 504707, 2011;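 active = percent activation above the mean of all tested compounds plus 3 SD, cut at about 19% in these data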;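 note: higher means more PKAc released from R1A so a rise in polarization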
MITF act: activators of MITF-driven TRPM1 promoter reporter, primary screen, cell-based, SK-MEL-5, luciferase, single point; SK-MEL-5 TRPM1-promoter luciferase, 24 h; % of positive control, neutral wells = 0; activation, % at 12.5 µM; 0.75% of 300,000 active;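 active = mean activation of at least 80% with every replicate also reaching 80%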;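 note: 0% = neutral control wells and 100% = parthenolide positive control wells; values of inactives mirror those of a sister screen read the other way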
dFosB act: activators of delta FosB homodimer, primary screen, biochemical, fluorescence polarization, TAMRA-CDK5 oligo, single point; purified delta FosB; percent of positive-control signal above neutral wells; activation, % at 25 µM; 0.99% of 340,000 active; AID 493131, 2011;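 active = mean activation above about 17%, with every replicate also reaching it, limit read from the data, passing the limit was not always enough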;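 note: fluorescence polarization rise as delta FosB binds a TAMRA Cdk5 AP-1 oligo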
PKA-R2B activ: activators of PKA-R2B holoenzyme, primary screen, biochemical, fluorescence polarization, Cy5-IP20, human; AID 504700, 2011; PKA-R2B holoenzyme dissociation; R2B truncated from residue 108, S112A mutant; 0% DMSO only, 100% 113 µM cGMP; 0.079% of 340,000 active; cAMP-dependent protein kinase catalytic subunit beta (Homo sapiens) + cAMP-dependent …; activation, % at 11.4 µM;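 active = activation above a cutoff set at the mean over all compounds plus 3 SD, cut at about 18% in these data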;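 note: higher means more holoenzyme dissociation and a rise in polarization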
Target sequence (P31323 whole entry, looked up, other chains not shown, the tested form may be a part): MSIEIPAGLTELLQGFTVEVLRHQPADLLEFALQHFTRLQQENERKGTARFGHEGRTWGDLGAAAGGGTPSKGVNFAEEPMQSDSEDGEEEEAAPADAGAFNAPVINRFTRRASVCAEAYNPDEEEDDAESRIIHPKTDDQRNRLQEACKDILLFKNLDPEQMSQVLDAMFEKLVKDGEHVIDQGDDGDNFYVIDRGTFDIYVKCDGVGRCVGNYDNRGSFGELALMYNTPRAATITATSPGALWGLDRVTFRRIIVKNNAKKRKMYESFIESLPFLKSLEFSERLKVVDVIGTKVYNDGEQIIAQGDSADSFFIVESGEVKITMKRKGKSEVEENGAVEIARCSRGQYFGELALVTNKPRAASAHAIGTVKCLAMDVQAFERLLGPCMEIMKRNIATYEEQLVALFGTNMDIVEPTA
NSD2 HMT inh: NSD2 histone methyltransferase inhibitors, primary screen, biochemical, AlphaScreen, single concentration, set 2. Histone-lysine N-methyltransferase NSD2 (Homo sapiens), O96028. NSD2 peptide methylation, 120 min. inhibition, % at 12.5 µM. 0.54% of 310,000 active. AID 743445, 2014; in the data active = inhibition above about 50%
Mot1-301 SUMO: yeast Mot1-301 growth rescue at high temperature, primary screen, SUMOylation pathway inhibitor project, S. cerevisiae, ATP luminescence, 38.5C | 1% of 320,000 active | S. cerevisiae Mot1-301 growth rescue; percent above DMSO median, 100 means doubled | growth rescue, % at 18.8 µM;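 active = every valid replicate shows activation above 250% relative to neutral control wells; inactive = the rest, any valid replicate at or below 250%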;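 note: OY570 slx delta 5 strain wells were the positive control but not used for scaling; some compounds called inactive have numbers as strong as hits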
SR-BI uptake up: activators of SR-BI mediated DiI-HDL uptake, primary screen, ldlA[mSR-BI] CHO cells, DiI fluorescence | 3 h; 100 = double the neutral-control signal | activation, % at 12.5 µM | 0.096% of 320,000 active | AID 504775, 2011;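 active = mean replicate activation of at least 60% and every replicate at or above 60%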;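 note: 0% = median plate neutral-control signal and 100% = twice that signal; values of inactives mirror those of a sister screen read the other way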
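Test system: SR-BI-overexpressing, LDLR-lacking CHO cells; Also added: labelled HDL, 10 µg/mL; Measured by: bottom-read cell fluorescence after medium removal, ex 550/em 595 nm; Timing: 3 h uptake period with compound, 37 °C; Buffer or medium: F12, 0.5% BSA, 25 mM HEPES; Doses: single compound concentration, delivered by pin transfer.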
DSG3 Ab inh: inhibitors of pemphigus antibody binding to DSG3, primary screen, biochemical, bead-based, flow cytometry, scFv-GFP; 0.48% of 310,000 active; AID 588358, 2011; DSG3-coupled beads, scFv-anti-DSG3-GFP binding; active compounds read low; binding (percent of control), % at 10 µM; Desmoglein-3 (Homo sapiens), P32926;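 active = binding more than 3 SD below its plate's average and above zero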;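 note: hits lower antibody fragment binding to DSG3; some compounds called inactive have numbers as strong as hits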
SR-BI DiI inh: inhibitors of SR-BI mediated HDL lipid uptake, primary screen, ldlA[mSR-BI] cells, fluorescence, single point | 0.96% of 320,000 active | ldlA[mSR-BI] CHO cells, DiI-HDL uptake fluorescence, 3 h | Scavenger receptor class B member 1 (Mus musculus), Q61009 | AID 488896, 2010 | inhibition, % at 12.5 µM;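 active = mean replicate inhibition of at least 70% and a set share of replicates each scoring 70 or more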;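 note: 0% = median of neutral control wells and 100% = median of positive control wells; values of inactives mirror those of a sister screen read the other way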
* = called active by the depositor; · = not tested or not shown. Only part of the results is shown, so the mix of outcomes need not match the whole.

SMILES	CDK5 inh	Arr AP2 block	PKA-R1A act	MITF act	dFosB act	PKA-R2B activ	NSD2 HMT inh	Mot1-301 SUMO	SR-BI uptake up	DSG3 Ab inh	SR-BI DiI inh
NC(C(=O)O)c1cc(=O)[nH]o1 (centres undefined)	-1.2	0	0	2	-3	-5	·	105	15	103	-15
O=C(Nc1ccccc1)N1CC2CC(C1)c1cccc(=O)n1C2 (centres undefined)	-1.4	-1	0	4	-8	-5	-5	0	11	100	-11
COc1ccc2c(c1)c(CCN)c(C)n2Cc1ccccc1	1.1	-9	4	-8	-6	0	29	14	-1	·	1
Cc1ccc(C(=O)NC2CC3CCC(C2)N3)cc1 (centres undefined)	0.2	1	14	4	-2	-4	-2	-3	-10	99	10
CCOC(=O)C1C(OC(=O)c2ccccc2)CC2CCC1N2C (centres undefined)	-2.4	18	1	3	-8	-2	·	·	9	104	-9
N#CC1=C(N)Oc2cc(O)ccc2C1c1ccc2c(c1)OCO2 (centres undefined)	-0.9	21	·	0	-2	·	-2	-4	5	104	-5
N[C@H](CO)Cc1ccccc1	0.3	15	-10	1	-2	0	·	·	-7	104	7
CSC1=NP(=S)(SC)N2CCCC2=C1C#N (centres undefined)	-0.4	-6	-7	·	-7	-1	22	-9	13	·	-13
COC(=O)C1=C(c2ccc(S(C)(=O)=O)cc2)C[C@@H]2CC[C@H]1N2C(=O)NCc1ccc(C(F)(F)F)cc1	0.5	-2	-12	1	-6	-15	·	-28	-10	96	10
COc1ccc2c(c1OC)CN1CCc3cc4c(cc3C1C2)OCO4 (centres undefined)	0.6	-7	5	12	-2	2	·	4	-16	105	16
O=C(c1csc2c1CCCCC2)N1CCC2(CC1)OCCO2	0.7	-8	-2	2	3	-7	0	-15	9	101	-9
CCc1ccccc1NC(=O)CN1CCN(C(=O)COc2ccccc2C#N)CC1	-0.1	-6	-1	-8	-5	-1	-2	7	-15	·	15
O=C1NC(=S)NC(=O)C12C(c1ccccc1)NC(=S)NC2c1ccccc1 (centres undefined)	1.2	-7	3	-4	-3	-6	·	-9	21	80	-21
O=C(NC1(C(F)(F)F)Oc2ccc(Cl)cc2O1)N1CCC2(CC1)OCCO2 (centres undefined)	0.3	6	-3	-20	-1	2	-3	-5	29	100	-29
CN1C[C@H](CO)C[C@@H]2c3cccc4[nH]cc(c34)C[C@H]21	0.9	9	-1	-4	6	-3	-5	86	·	104	·
O=C1C2(c3ccccc3)CN3CN(C2)CC1(c1ccccc1)C3	1.2	-1	10	6	-4	-10	-1	5	26	103	-26
CC1(C)CSC(Nc2ccc(F)c(Cl)c2)=N1	0.7	-5	-10	8	9	1	2	9	9	104	-9
O=C(c1ccccc1F)c1cn(Cc2ccccc2)c2ccccc12	0.8	-2	-6	-6	-3	0	-2	-20	-26	108	26
COC(=O)C1=C(c2ccc(-c3ccccc3)c(F)c2)C[C@@H]2CC[C@H]1N2C(=O)NCCc1ccccc1	-1.2	30	4	-5	-14	-10	·	-9	-24	107	24
CC(=O)N(C1=NCCCS1)c1ccccc1Cl	-0.1	11	-6	5	-6	-15	-1	-18	4	98	-4
CNCC(C)c1ccccc1 (centres undefined)	-1.3	15	-18	-9	0	-7	16	-15	9	84	-9
CC1([N+](=O)[O-])COP(=O)(NCc2cccnc2)OC1 (centres undefined)	-1.0	2	9	-7	0	7	-1	·	12	·	-12
CC(=O)OC1(c2ccccc2)CCN(C)CC1(C)C (centres undefined)	-3.6	1	0	0	0	-7	-3	1	21	102	-21
c1ccc2cc(C3N4CCCN34)ccc2c1 (centres undefined)	1.3	3	3	2	-1	-6	10	·	25	108	-25
O=C(Nc1ccc(Cl)cc1)N1CC2CC(C1)c1cccc(=O)n1C2 (centres undefined)	-2.3	-4	0	10	1	-8	-2	-14	4	·	-4
COC(=O)C1=C(c2ccccc2)C[C@@H]2CC[C@H]1N2C(=O)NCCO	4.8	5	-6	0	-3	-12	·	-1	0	103	0
CSc1ncc(/C=C2/C(=O)NC(=O)N(C3CCCCC3)C2=O)cn1	-0.4	-8	-13	-7	-1	-1	2	-7	5	·	-5
NC(=O)Cn1cc(C(=O)c2ccccc2)c2ccccc21	-0.2	34	-5	1	1	1	0	5	-12	102	12
CC1C(c2cccs2)=[N+]([O-])C(C)(C(=O)c2ccc(F)cc2)N1O (centres undefined)	-2.1	-13	5	-14	-5	-1	-3	-17	16	119	-16
COC(=O)C(O)(c1ccc(NC(=S)NC(=O)c2ccc(Cl)cc2Cl)c(C)c1)C(F)(F)F (centres undefined)	0.1	32	-8	-10	2	3	1	-22	-33	117	33
COc1ccc(CC(=O)Nc2ccc3c(C(F)(F)F)cc(=O)oc3c2)cc1OC	-0.8	·	2	0	2	-1	-2	-5	-12	93	12
COC(=O)c1c(N)n(Cc2ccc(OC)cc2)c2nc3ccccc3nc12	-1.4	-7	-4	10	-9	-14	-2	538	1	93	-1
COC(=O)C1=C(c2ccc(OC)c(OC)c2)C[C@@H]2CC[C@H]1N2C(=O)NCCNC(C)=O	0.3	17	-1	0	4	6	·	5	10	101	-10
O=C(Cn1ncc2c3ccccc3n(Cc3cccc(Cl)c3)c2c1=O)N1CCC2(CC1)OCCO2	-1.0	8	8	-14	8	8	4	-19	6	102	-6
CN(C)[C@@H]1C(=O)C(C(N)=O)=C(O)[C@@]2(O)C(=O)C3=C(O)c4c(O)ccc(Cl)c4[C@@](C)(O)C3C[C@@H]12 (some centres undefined)	-0.1	-2	4	-38	-14	12	·	·	21	87	-21
CN(C)C(=O)OCc1n(C)cc[n+]1C	·	-5	-9	-15	-1	-1	-6	-12	30	91	-30
C=CCCC1(CC(C)C)C(=O)NC(=S)NC1=O	-2.0	0	4	-4	0	-5	1	·	5	96	-5
c1ccc2c(CCNC3=NCCC3)c[nH]c2c1	0.7	-2	-14	-5	2	0	12	·	25	84	-25
O=C(c1ccc(C(F)(F)F)cc1)C1CCCN(Cc2ccc(CO)o2)C1 (centres undefined)	-0.6	-7	-6	-2	-14	4	2	-1	·	103	·
O=C(Cn1cc(C(=O)c2ccccc2F)c2ccccc21)NCc1ccco1	-1.0	23	-4	-11	6	-6	-6	-9	-6	76	6
Cc1cc(/C=C2\C(=O)NC(=O)N(c3ccccc3F)C2=O)c(C)n1-c1cc(C(=O)O)cc(C(=O)O)c1	-2.9	13	-6	-1	-6	-1	62*	737*	22	84	-22
COc1cccc(CNCCc2c[nH]c3ccccc23)c1	-1.0	10	10	5	-5	-9	4	201	15	108	-15
CC(C)N1CC=C(c2c[nH]c3ccccc23)CC1	0.4	2	1	-13	-5	0	-2	11	32	105	-32
CCOC(=O)C1=C(N)OC(C)=C(C(=O)OCCOC)C12C(=O)Nc1ccccc12 (centres undefined)	-3.9	1	0	·	-8	-4	-2	-8	11	·	-11
CN(C)/C=C(\C=[N+](C)C)c1[nH]ncc1[N+](=O)[O-]	-0.4	5	-2	-8	8	-3	-6	-18	4	101	-4
O=[N+]([O-])c1cc(S(=O)(=O)c2ccc(O)c([N+](=O)[O-])c2)ccc1O	-2.6	-7	-5	13	-6	6	29	8	7	127	-7
CC[C@@H](CO)NC(=O)[C@@H]1C=C2c3cccc4[nH]cc(c34)C[C@H]2N(C)C1	-0.1	35	-4	3	8	0	·	·	-9	88	9
C=CCn1c(O)c(C(C)=Nc2ccc(N(CC)CC)cc2)c(=O)[nH]c1=O	0.1	5	6	·	0	0	5	35	-1	·	1
O=c1c2ccccc2[se]n1-c1ccccc1	37	92*	0	0	4	1	·	-36	-2	-13	2
CC12CN3CCN(CC(C3)/C1=N/NC(N)=O)C2	-0.1	-7	-2	7	3	-2	-1	1	-2	106	2

Going on with the list.
SMILES	CDK5 inh	Arr AP2 block	PKA-R1A act	MITF act	dFosB act	PKA-R2B activ	NSD2 HMT inh	Mot1-301 SUMO	SR-BI uptake up	DSG3 Ab inh	SR-BI DiI inh
CC1CCC(NCC(O)c2ccccc2)CC1 (centres undefined)	-0.9	-8	-6	-7	-13	-5	-2	-14	-5	95	5
COC(=O)C1=C(c2ccc(F)cc2OCc2ccccc2)C[C@@H]2CC[C@H]1N2C(=O)NCc1cccc(C(F)(F)F)c1	0.1	3	2	-1	-1	-3	·	-20	-35	102	35
CCOP(=O)(OCC)Oc1cc(C)c(N(C)C)c(C)c1	-0.8	-13	10	12	-2	-5	1	4	-50	89	50
CC(=O)C1CCC2(O)C3CCC4=CC(=O)CCC4(C)C3CCC12C (centres undefined)	-1.3	2	-2	-4	-9	-3	-2	·	9	118	-9
Cc1nc2ccccc2n1C1CCN(Cc2nnnn2CCc2ccccc2)CC1	-0.3	5	7	·	-10	3	·	3	11	·	-11
CCN1CCN(c2nc3ccccc3s2)CC1	1.0	-3	1	68	-8	5	2	195	0	·	0
Nc1ccc(Cc2ccc(N)cc2)cc1	0.5	-13	-6	-1	-1	-2	-11	·	-4	108	4

Looked up by compound from the entries so far:
SMILES	CDK5 inh	Arr AP2 block	PKA-R1A act	MITF act	dFosB act	PKA-R2B activ	NSD2 HMT inh	Mot1-301 SUMO	SR-BI uptake up	DSG3 Ab inh	SR-BI DiI inh
CNCC(C)c1ccccc1 (centres undefined)	-1.3	15	-18	-9	0	-7	16	-15	9	84	-9
C=CCCC1(CC(C)C)C(=O)NC(=S)NC1=O	-2.0	0	4	-4	0	-5	1	·	5	96	-5
